PAFAH2 inh = PAFAH2 (human) inhibition; recombinant PAFAH2, FP-rhodamine activity probe, fluorescence polarization; 340,000 compounds, 0.99% hits; Q99487; inhibition, % at 3.39 µM; AID 492956;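 active = inhibition above the mean over all tested compounds plus 3 SD, cut at about 30% in these data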;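 note: inhibitors block probe labeling of enzyme so polarization drops; 0% = enzyme with DMSO and 100% = wells lacking PAFAH2 protein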
PP5 inh = PP5 (human) phosphatase inhibition | P53041 | 320,000 compounds, 0.18% hits | purified PP5c, OMFP substrate fluorescence | inhibition, % at 6.7 µM;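 active = inhibition above the campaign's mean inhibition across all tested compounds plus 3 SD, cut at about 9.5% in these data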;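 note: 0% = DMSO only and 100% = 100 µM cantharidin control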
Target sequence (P53041 whole entry, looked up): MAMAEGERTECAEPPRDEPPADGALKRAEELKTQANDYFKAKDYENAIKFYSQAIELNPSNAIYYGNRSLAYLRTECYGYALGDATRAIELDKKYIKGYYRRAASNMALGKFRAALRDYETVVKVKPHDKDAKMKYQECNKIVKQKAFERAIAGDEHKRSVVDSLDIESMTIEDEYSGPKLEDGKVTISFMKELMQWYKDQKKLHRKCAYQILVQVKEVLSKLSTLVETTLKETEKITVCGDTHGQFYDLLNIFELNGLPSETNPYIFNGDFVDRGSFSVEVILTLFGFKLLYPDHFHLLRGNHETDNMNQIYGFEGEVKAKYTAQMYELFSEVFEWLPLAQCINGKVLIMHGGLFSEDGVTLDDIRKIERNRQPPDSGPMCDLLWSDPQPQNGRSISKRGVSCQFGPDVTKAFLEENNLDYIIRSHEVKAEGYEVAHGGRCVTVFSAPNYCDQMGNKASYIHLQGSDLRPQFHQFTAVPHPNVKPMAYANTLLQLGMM
Fh CTSL1 inh = blocks F. hepatica cathepsin L1 in PFM18AAP counter-screen | 300,000 compounds, 0.49% hits | recombinant F. hepatica cathepsin L1, Z-Leu-Arg-MCA fluorescence | inhibition, % at 5.96 µM | AID 1906;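 active = inhibition above the mean of all tested compounds plus 3 SD, set per screening campaign, cut at about 17% in these data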;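 note: 0% = plate median of test compound wells and 100% = 1 µM Z-Phe-Ala-diazomethylketone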
procasp7 counter = counter-screen: procaspase-7 (human) activation; P55210; recombinant procaspase-7, Ac-DEVD-pNA absorbance 405 nm; D23A/D198A/D206A triple mutant, cannot self-cleave; scale: DMSO 0, 5 µM enzyme 100; activation, % at 8.5 µM; 330,000 compounds, 0.093% hits; AID 463210;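 active = percent activation above the screen-wide mean plus 3 SD, cut at about 25% in these data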
Target sequence (P55210 whole entry D23A/D198A/D206A): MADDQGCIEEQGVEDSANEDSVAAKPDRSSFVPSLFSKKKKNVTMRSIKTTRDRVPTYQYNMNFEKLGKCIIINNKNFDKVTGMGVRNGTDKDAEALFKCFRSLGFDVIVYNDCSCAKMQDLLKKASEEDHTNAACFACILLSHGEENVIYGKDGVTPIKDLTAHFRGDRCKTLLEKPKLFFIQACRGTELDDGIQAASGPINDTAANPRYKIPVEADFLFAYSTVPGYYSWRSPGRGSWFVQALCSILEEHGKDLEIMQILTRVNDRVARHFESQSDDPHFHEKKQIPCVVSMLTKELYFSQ
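Assay system: Uncleavable procaspase-7 mutant enzyme | Input: 2 µM procaspase-7 mutant as dispensed | Timing: 1 h compound preincubation, 2 h substrate cleavage, 25 °C | Repeats: One well per compound | Control set: DMSO wells as 0%, DMSO with 5 µM added PC-7 as 100% | Technique: Epi-absorbance of released pNA at 405 nm, two timepoints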
HCV core dimer = blocks dimerization of HCV core protein; TR-FRET GST/Flag-core106 dimerization, 1536-well; 300,000 compounds, 0.33% hits; inhibition, % at 5 µM;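 active = inhibition above the mean of all tested compounds plus 3 SD, set per screening campaign, cut at about 45% in these data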
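Test system: GST/Flag-tagged HCV core106 proteins; Medium: KF-containing HEPES buffer, pH 7.45, DTT, CHAPS, BSA; Times: compound-protein-antibody incubation 4 h at 22.5 °C; Detection: TR-FRET 671 and 617 nm emission; Benchmarks: wells lacking GST-core106 and wells with excess unlabelled core106.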
procasp3 activ = activators of human procaspase-3; recombinant procaspase-3 D3A, Ac-DEVD-pNA absorbance 405 nm; 330,000 compounds, 0.11% hits; AID 463141; activation, % at 8.5 µM; P42574;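 active = activation above the mean of all tested compounds plus 3 SD, cut at about 21% in these data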;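 note: 0% = DMSO alone and 100% = DMSO wells spiked with extra 5 µM PC-3 D3A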
Target sequence (P42574 whole entry D9A/D28A/D175A): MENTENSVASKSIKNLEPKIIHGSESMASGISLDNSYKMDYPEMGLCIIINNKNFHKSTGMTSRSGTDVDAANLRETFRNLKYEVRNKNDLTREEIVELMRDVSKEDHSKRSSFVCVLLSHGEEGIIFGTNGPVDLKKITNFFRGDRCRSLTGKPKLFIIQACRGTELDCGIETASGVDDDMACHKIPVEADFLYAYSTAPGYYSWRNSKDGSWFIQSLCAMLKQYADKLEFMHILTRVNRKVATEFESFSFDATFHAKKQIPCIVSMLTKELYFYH
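Assay system – Procaspase-3 D3A mutant · Benchmarks – DMSO low control, extra-enzyme high control · Technique – 405 nm absorbance of p-nitroaniline, reads at 0 and 120 min · Doses – 8.5 µM nominal · Measure – % activation between DMSO and enzyme-spiked controls · Also added – Ac-DEVD-pNA chromogenic peptide substrate · Schedule – 1 h compound preincubation, 2 h substrate hydrolysis at 25 °C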
TPT1 inh = C. albicans TPT1 enzyme inhibition | recombinant caTPT1, FP RNA substrate dephosphorylation | inhibition, % at 5 µM | 300,000 compounds, 0.81% hits | AID 1962;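 active = inhibition above the mean of all tested compounds plus 3 SD, set per screening campaign, cut at about 24% in these data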;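 note: plate controls were DMSO alone for no effect and ferristatin control at 100 nM for full effect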
AHR act = activators of human aryl hydrocarbon receptor | activation, % at 5 µM | AHR-responsive luciferase reporter cells, luminescence | P35869 | 320,000 compounds, 2.5% hits; in the data active = activation above about 47%;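 note: 0% = vehicle wells and 100% = reference agonist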
PP1 inh = PP1-alpha (human) inhibition in PP5 counter-screen; purified PP1alpha, OMFP fluorescence; inhibition, % at 6.7 µM; 320,000 compounds, 0.9% hits;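 active = inhibition above the mean inhibition of all tested compounds plus 3 SD, computed separately for each screening campaign, cut at about 15% in these data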
* = called active by the depositor; / = not tested or not shown.

Sequence of screens – PAFAH2 inh	PP5 inh	Fh CTSL1 inh	procasp7 counter	HCV core dimer	procasp3 activ	TPT1 inh	AHR act	PP1 inh
> CCOC(=O)Cc1nnc(NC(=O)CSc2ccc(C)cc2)s1
    3.0	2.0	0.1	-13.5	-0.4	-4.9	5.7	-2.3	6.2
> O=C(O)c1cc(NC(=O)c2cccc(C(=O)Nc3cc(C(=O)O)cc(C(=O)O)c3)c2)cc(C(=O)O)c1
    1.6	-0.7	0.3	-9.8	0.9	8.5	0.1	0.1	-0.2
> COc1ccc(OC)c(S(=O)(=O)NCC(c2ccco2)N2CCc3ccccc3C2)c1 (stereo unspecified)
    -2.8	1.6	3.2	-2.5	3.8	1.2	1.0	2.0	1.7
> O=C(Nc1ccnn1C1CCN(Cc2ccc(CO)o2)CC1)c1ccccc1Cl
    1.8	0.6	-2.8	0.0	10.9	0.3	-3.1	-2.5	-8.0
> CN1CCN(C(=O)c2ccc(S(=O)(=O)c3ccc(Br)cc3)cc2)CC1
    -1.4	2.2	0.1	7.4	-1.3	5.1	-2.8	4.7	-0.8
> Cc1cccc(NC(=O)C2CCC(CNC(=O)[C@@H]3Cc4ccccc4CN3)CC2)c1 (stereo partly specified)
    5.7	2.6	0.7	-9.1	-18.8	-3.4	-3.7	2.3	-2.1
> O=C(/C=C/c1c(F)cccc1Cl)N1CCOCC1
    9.4	4.0	-6.5	3.5	4.4	-2.4	-1.2	6.6	-2.4
> Cc1cccn2c(=O)nc(SCC(=O)NCc3ccccc3)nc12
    6.5	-0.8	3.5	0.4	-3.5	11.2	-2.0	-2.2	-3.9
> Cc1ccc(OCCCCNC(C)c2ccccc2)c(C)c1 (stereo unspecified)
    1.0	1.9	-5.6	1.1	5.2	2.5	2.7	3.4	-0.3
> O=C(c1ccc(S(=O)(=O)N2CCOCC2)cc1)N1CCN(c2ccccc2F)CC1
    -9.9	0.8	-1.4	17.3	0.5	7.4	-0.5	-3.5	5.0
> Cc1cccc(C(=O)Nc2ccc(C(=O)N/N=C/c3ccc4c(c3)OCO4)cc2)c1
    -9.7	4.2	2.3	-7.3	-0.1	-1.0	0.5	1.8	4.5
> CCOC(=O)c1cccc(NC(=O)CSc2nc3ccccc3c(=O)n2CCOC)c1
    0.3	-2.2	2.0	10.2	-1.3	-6.5	-1.2	-0.3	-4.9
> O=C(CSc1ccc(Cl)cc1)NC1CCCC1
    8.7	1.3	-2.9	5.7	-3.7	-5.0	-2.5	2.6	2.2
> Cc1cc(OCC(=O)OCC(=O)NCc2ccc3c(c2)OCO3)ccc1Cl
    0.6	5.2	/	-14.6	/	8.6	/	0.5	1.1
> CC(C)C[C@H](NC(=O)N1CC(=O)Nc2ccccc21)C(=O)N[C@H](Cc1ccccc1)C(=O)O
    9.8	0.7	3.8	-4.2	0.1	9.1	-1.0	-1.1	1.2

Next part
Sequence of screens – PAFAH2 inh	PP5 inh	Fh CTSL1 inh	procasp7 counter	HCV core dimer	procasp3 activ	TPT1 inh	AHR act	PP1 inh
> CSc1ncnc2c1ccn2CC(=O)Nc1ccc(C)c(C)c1
    -10.3	2.6	/	2.3	/	-4.4	/	8.4	1.7
> COc1ccc(C2=C/C(=C/c3cccnc3)C(=O)O2)cc1OC
    3.8	0.2	0.6	13.9	-0.5	2.2	80.0*	1.8	0.2
> Cc1ccc(C(=O)OCC(=O)NC(C)c2ccccc2)s1 (stereo unspecified)
    77.8*	/	/	-2.9	/	-0.8	/	-0.2	/
> COc1ccc(N(CC(=O)N2CCc3ccccc3C2)S(=O)(=O)c2c(C)[nH]c(=O)[nH]c2=O)cc1
    2.4	-1.1	0.0	-8.7	-0.6	2.4	0.3	1.2	-1.2
> CN1CCN(NC(=O)c2cccs2)CC1
    -6.1	-1.2	3.0	3.8	0.5	7.0	-0.6	-2.4	-3.8
> Cc1cc(C)n(CNc2nc(C(F)(F)F)cs2)n1
    7.1	2.5	-1.3	10.4	-4.9	0.2	-2.8	4.7	-3.0
> CCCc1cc(=O)[nH]c(SCC(=O)Nc2cc(S(=O)(=O)N3CCOCC3)ccc2Cl)n1
    -2.5	/	/	8.4	/	-4.2	/	-1.9	/
> Cc1ccccc1N(CC(=O)N/N=C/c1ccccc1Cl)C(=O)c1ccccc1
    -5.8	1.3	1.5	3.3	14.3	-2.3	-0.1	10.4	2.2
> CCOCCOC(=O)c1cccc2c1-c1ccccc1C2=O
    -1.4	-2.8	3.8	9.4	-3.8	1.8	-1.5	-0.6	-2.0
> CC(C)Oc1ccc(C(=O)NC2=NCCS2)cc1
    -0.5	0.1	-4.2	-9.9	-1.4	-10.6	0.4	20.1	-9.1
> O=S(=O)(c1ccc(F)c(F)c1)N1CCN(Cc2ccc3c(c2)OCO3)CC1
    -0.7	0.7	4.1	13.2	10.8	-2.1	-2.3	9.9	-3.0
> COc1ccc(CCNC(=O)COC(=O)/C=C/c2ccc(OCC#N)c(OC)c2)cc1
    -1.4	5.7	-5.4	5.4	-4.8	1.1	2.7	-1.3	0.9
> CCC1(CC)C(=O)NC(=O)NC1=NCCc1ccc(O)cc1
    2.8	1.5	-0.8	5.2	0.5	-0.7	1.1	-1.0	-1.6
> CC(C)(C)N1CC23C=CC(C[C@@H]2C1=O)O3 (stereo partly specified)
    -4.9	-0.1	-3.2	6.1	7.1	-1.6	-1.1	-3.3	-2.6
> CC(C)c1ccc(/C=N/n2c(COc3ccccc3)n[nH]c2=S)cc1
    34.6*	4.4	4.8	-1.8	5.6	-2.8	0.0	0.5	5.3

(more compounds)
Sequence of screens – PAFAH2 inh	PP5 inh	Fh CTSL1 inh	procasp7 counter	HCV core dimer	procasp3 activ	TPT1 inh	AHR act	PP1 inh
> CCOc1ccc(C2CC(c3ccc(F)cc3)Nc3nc(N)nn32)cc1 (stereo unspecified)
    1.9	2.8	3.4	8.6	-7.2	3.2	-3.9	0.7	2.0
> CCOC(=O)CCn1c2nc(C)cc(C)c2c(=O)n1-c1ccccc1
    5.4	2.6	-1.0	1.4	-0.9	1.5	4.0	5.6	-3.2
> CCc1nc(SCC(=O)Nc2c(C)n(C)n(-c3ccccc3)c2=O)n[nH]1
    0.9	3.6	-5.1	-4.2	-4.4	-7.9	4.0	2.3	-1.2
> O=C(Nc1cccc(O)c1)C1CCCN1C(=O)OCc1ccccc1 (stereo unspecified)
    -11.3	3.6	-1.4	-4.1	-2.9	2.8	-1.0	0.1	-0.9
> CCOC(=O)c1c(NCCN(C)C)c2ccccc2[nH]c1=O
    4.5	-0.1	0.3	-0.7	-6.4	-0.2	-2.2	1.6	-3.4
> CNc1ccc(Oc2nc([N+](=O)[O-])nn2C)cc1
    2.0	-1.1	-0.9	-0.8	-2.3	6.4	-3.5	-0.1	-1.8
> CCOCCCNC(=O)c1ccccc1SC
    10.6	-0.7	-1.5	-5.7	-5.6	6.2	-6.3	-1.4	-2.3
> COc1ccc(N=Nc2ccc(O)c3ncccc23)cc1
    -3.8	2.0	4.7	15.9	-1.1	6.8	-0.8	48.0*	27.2*
> CCc1nn(C(CC)C(=O)NCc2cccc(OC)c2)c(=O)c2cc3occc3n12 (stereo unspecified)
    0.1	0.5	-2.0	9.9	0.6	-1.6	-2.0	0.1	0.9
> CCOC(=O)CSc1cc(CS(C)(=O)=O)nc(-c2ccccn2)n1
    11.3	0.3	0.1	-7.7	5.3	0.3	0.1	-4.7	-2.4
> O=C(Nc1ccc2c(c1)OCCO2)C1CCN(c2ncccn2)CC1
    -3.0	1.2	5.2	-0.1	-2.6	3.7	-2.8	0.9	-3.0
> CCC(=O)N1c2ccc(S(=O)(=O)NCCc3ccc(OC)c(OC)c3)cc2CC1C (stereo unspecified)
    4.3	-0.1	-6.8	2.6	-6.7	-2.2	0.0	2.5	-2.6
> C=CCc1c(C)nc(SCC(=C)C)[nH]c1=O
    1.7	-0.2	-1.9	7.1	0.0	0.6	-2.6	-0.7	-0.5
> CCOc1ccccc1C1c2[nH]c3ccccc3c2C[C@H]2C(=O)N(C3CC3)CC(=O)N12 (stereo partly specified)
    2.8	-2.1	-1.1	-5.8	0.3	-10.4	-2.4	8.6	-2.4
> COc1ccc(CCC(=O)Nc2cc(Cl)ccc2OC)cc1
    5.3	2.2	1.6	6.1	-0.4	3.0	1.1	-3.4	-3.6

More entries follow.
Sequence of screens – PAFAH2 inh	PP5 inh	Fh CTSL1 inh	procasp7 counter	HCV core dimer	procasp3 activ	TPT1 inh	AHR act	PP1 inh
> Cc1ccnc(N2CCCC(C(=O)Nc3cccc(C)c3C)C2)n1 (stereo unspecified)
    -2.3	0.3	-0.2	2.2	-11.0	8.8	-2.8	1.7	-1.6
> Cc1ccc2oc(C(=O)N(Cc3nccn3C)C(C)C)c(C)c2c1
    8.3	1.1	0.2	-2.7	-4.5	2.0	-3.0	5.2	-3.4
> O=C(c1ccc(COc2ccccc2Cl)o1)N1CCN(c2ccccc2)CC1
    6.3	4.6	4.4	-3.5	19.8	-3.6	-1.8	-0.7	-0.1
> CCOC(=O)[C@H]1[C@H]2COc3ccc(C)cc3[C@@H]2N2C(=O)c3ccc(C)cc3NC(=O)[C@@]12C
    9.4	2.9	-1.9	0.6	-1.8	4.4	-4.2	1.9	4.6
> CCOC(=O)C1CCCCN1C(=O)CCn1nnnc1CN1CCOCC1 (stereo unspecified)
    6.1	3.6	-2.4	-1.8	6.1	-1.5	-2.1	2.8	-5.3
> CCN(CC)S(=O)(=O)c1cccc(C(=O)OCc2cc(=O)n3nc(C)sc3n2)c1
    -2.9	2.0	-2.8	-0.6	-0.2	4.1	1.8	-3.8	-5.3
> CC(C)(C)NS(=O)(=O)c1ccc(C(=O)Nc2ccc3c(c2)OCO3)cc1
    4.0	3.3	-7.6	2.7	5.5	3.4	0.2	46.0	-6.0
> O=C(Nc1ccccc1)N1CCN(Cc2ccccc2)CC1
    7.6	0.3	5.2	0.9	-0.3	-2.1	0.8	4.7	-1.0
> CC(C)(C)c1nnc2sc(SCC(=O)N3CCCc4ccccc43)nn2c1=O
    -5.3	2.4	2.0	-2.8	0.2	-13.5	1.3	1.6	-0.1
> COc1ccc(NC(=O)c2cc(F)c(F)cc2Cl)cc1Cl
    -0.8	0.4	1.0	7.8	-2.1	7.2	-0.7	-2.3	-1.9

Complete entries, looked up by structure. Order of screens: PAFAH2 inh	PP5 inh	Fh CTSL1 inh	procasp7 counter	HCV core dimer	procasp3 activ	TPT1 inh	AHR act	PP1 inh
CC(C)(C)c1nnc2sc(SCC(=O)N3CCCc4ccccc43)nn2c1=O as listed: -5.3	2.4	2.0	-2.8	0.2	-13.5	1.3	1.6	-0.1
CCN(CC)S(=O)(=O)c1cccc(C(=O)OCc2cc(=O)n3nc(C)sc3n2)c1 as listed: -2.9	2.0	-2.8	-0.6	-0.2	4.1	1.8	-3.8	-5.3
COc1ccc(NC(=O)c2cc(F)c(F)cc2Cl)cc1Cl as listed: -0.8	0.4	1.0	7.8	-2.1	7.2	-0.7	-2.3	-1.9
CCOC(=O)[C@H]1[C@H]2COc3ccc(C)cc3[C@@H]2N2C(=O)c3ccc(C)cc3NC(=O)[C@@]12C as listed: 9.4	2.9	-1.9	0.6	-1.8	4.4	-4.2	1.9	4.6
